Pol eta inh – qHTS for Inhibitors of Polymerase Eta; recombinant Pol eta, fluorescent DNA replication assay; Potency, µM (top dose mostly 114 µM), without a hit: top-dose activity change, negative = inhibition, actives largely listed as inhibitors; 390,000 compounds, 1.2% hits; AID 588591, 2011; also: % is scaled to controls: 0 for no effect and ±100 for the full control effect
Target sequence (Q9Y253 whole entry, looked up): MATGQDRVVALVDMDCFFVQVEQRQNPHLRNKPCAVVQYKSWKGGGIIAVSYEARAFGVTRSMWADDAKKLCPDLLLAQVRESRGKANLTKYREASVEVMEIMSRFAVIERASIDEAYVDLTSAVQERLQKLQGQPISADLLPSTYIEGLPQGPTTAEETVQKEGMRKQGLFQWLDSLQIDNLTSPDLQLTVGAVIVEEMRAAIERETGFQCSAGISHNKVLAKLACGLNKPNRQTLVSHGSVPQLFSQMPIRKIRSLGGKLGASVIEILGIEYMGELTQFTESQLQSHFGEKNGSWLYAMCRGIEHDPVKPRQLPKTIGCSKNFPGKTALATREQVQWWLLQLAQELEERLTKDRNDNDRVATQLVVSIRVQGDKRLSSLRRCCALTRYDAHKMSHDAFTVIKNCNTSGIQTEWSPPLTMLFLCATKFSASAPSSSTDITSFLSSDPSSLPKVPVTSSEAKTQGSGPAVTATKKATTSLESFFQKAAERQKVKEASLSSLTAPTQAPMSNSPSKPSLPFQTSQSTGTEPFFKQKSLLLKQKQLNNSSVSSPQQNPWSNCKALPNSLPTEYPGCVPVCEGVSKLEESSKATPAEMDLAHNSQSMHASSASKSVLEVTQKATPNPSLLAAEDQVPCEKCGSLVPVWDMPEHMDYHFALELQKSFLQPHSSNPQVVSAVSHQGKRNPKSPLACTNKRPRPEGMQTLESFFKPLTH
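Pol eta at 10 nM preincubated with compounds 15 min at room temperature; reaction started with fluorescent substrate (50 nM final) and read kinetically at 0 and 10 min.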
APE1 inh – qHTS Assay for Inhibitors of the Human Apurinic/apyrimidinic Endonuclease 1 (APE1); DNA repair nuclease/redox regulator APEX1 (Homo sapiens), P27695; 350,000 compounds, 0.35% hits; Potency, µM (doses to about 65.8 µM), for inactives: at the highest dose activity change, negative = inhibition, hits mostly inhibitors; recombinant APE1, TAMRA/BHQ-2 abasic DNA cleavage fluorescence;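 also: plate controls were vehicle for no effect and reference inhibitor for full effect; nearly all actives have a fitted effect of over 55% in size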
Target sequence (P27695 whole entry, looked up): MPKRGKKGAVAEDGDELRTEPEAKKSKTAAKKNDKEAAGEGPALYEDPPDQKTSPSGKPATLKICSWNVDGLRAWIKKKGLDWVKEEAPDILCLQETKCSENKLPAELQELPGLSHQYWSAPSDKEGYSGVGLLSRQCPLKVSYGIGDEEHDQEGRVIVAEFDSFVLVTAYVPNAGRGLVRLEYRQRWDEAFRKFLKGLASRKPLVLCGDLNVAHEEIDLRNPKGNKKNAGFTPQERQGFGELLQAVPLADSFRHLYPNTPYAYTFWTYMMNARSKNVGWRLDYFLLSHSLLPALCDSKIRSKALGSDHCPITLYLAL
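Incision of a quenched TAMRA/BHQ-2 THF abasic-site duplex (50 nM) by 0.75 nM APE1, after 15 min compound preincubation, measured as fluorescence increase over three 60 s reads. Values normalized to buffer, DMSO and NSC13755 control wells.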
Pol kappa inh – qHTS for Inhibitors of Polymerase Kappa. DNA polymerase kappa (Homo sapiens), Q9UBT6. purified Pol kappa, fluorescent DNA synthesis assay, 10 min. Potency, µM (series often up to 107 µM), inactives show at the highest dose activity, negative = inhibition, actives largely listed as inhibitors. 400,000 compounds, 0.53% hits; also: % is scaled to controls: 0 for no effect and ±100 for the full control effect
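Readout: fluorescence, taken kinetically at 0 and 10 min. Conditions: 10 nM Pol kappa, 15 min RT compound preincubation, 50 nM substrate final. Controls: enzyme-free buffer wells.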
BAZ2B block – qHTS Assay for Inhibitors of BAZ2B; AlphaScreen BAZ2B-H3K14Ac peptide displacement; Bromodomain adjacent to zinc finger domain protein 2B (Homo sapiens), Q9UIF8; Potency, µM (doses to about 114 µM), for inactives: top-dose activity change, negative = inhibition, actives largely listed as inhibitors; 360,000 compounds, 4.4% hits; AID 504333, 2011; also: % is scaled to controls: 0 for no effect and ±100 for the full control effect; nearly all actives have a fitted effect of over 60% in size
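BAZ2B (50 nM) with biotin-H3(5-23)K14Ac peptide (50 nM) in PBS pH 7.4, 0.01% Tween-20, preformed 30 min, then compound 30 min at room temperature; top concentration 110uM. AlphaScreen streptavidin donor/nickel chelate acceptor beads (10 ug/mL final), 20 min dark, signal read.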
Pol iota inh – qHTS for Inhibitors of Polymerase Iota | Potency, µM (series often up to 115 µM), inactives show at the top dose activity, negative = inhibition, usual class: inhibitors | 390,000 compounds, 1% hits | DNA polymerase iota (Homo sapiens), Q9UNA4 | Pol iota fluorescent replication assay, 10 min
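Fluorescent replication assay read twice, at 0 min and 10 min after adding 50 nM (final) substrate. Enzyme (10 nM) and compounds were first incubated 15 min at room temperature; enzyme-free buffer wells were negative controls.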
Pol beta inh – qHTS Assay for Inhibitors of DNA Polymerase Beta; 340,000 compounds, 1.3% hits; P06746; Pol beta primer extension/strand displacement, fluorescence kinetic; Potency, µM (doses to about 114 µM), for inactives: at the highest dose activity change, negative = inhibition, usual class: inhibitors; also: % is scaled to controls: 0 for no effect and ±100 for the full control effect
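Human Pol beta at 10 nM; strand-displacement substrate 50 nM final. Compound exposure 15 min at room temperature before start, reaction 10 min at room temperature.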
Anesthetic bind – qHTS Assay for Identification of Novel General Anesthetics. AID 485281, 2010. Ferritin light chain (Equus caballus), P02791. apoferritin/1-aminoanthracene competitive binding, fluorescence. Potency, µM (doses to about 77.5 µM), inactives show at the highest dose activity change, negative = displacement, most hits filed as inhibitors. 350,000 compounds, 0.074% hits; also: % is scaled to controls: 0 for no effect and ±100 for the full control effect; nearly all actives have a fitted effect of over 20% in size
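Probe: 1-aminoanthracene (50% saturated, PBS). Protein: horse-spleen apoferritin, 10 uM. Incubation: 10 min, room temperature. Detection: 380 nm excitation, 535 nm emission. Analysis: normalized response, four-parameter Hill.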
G9a inh – qHTS Assay for Inhibitors of Histone Lysine Methyltransferase G9a; Histone-lysine N-methyltransferase EHMT2 (Homo sapiens), Q96KQ7; G9a H3K9 monomethylation, AlphaScreen, 2 h; Potency, µM (titrated, usually from 102 µM), for the others: top-dose activity, negative = inhibition, hits mostly inhibitors; 350,000 compounds, 8.8% hits; AID 504332, 2011; also: % is scaled to controls: 0 for no effect and ±100 for the full control effect; nearly all actives have a fitted effect of over 75% in size
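Compounds were preincubated with 20 nM G9a for 15 min, after which biotinylated H3K9 peptide (500 nM) and SAM (20 uM) started a 2 h room-temperature reaction. Monomethylated product was quantified by antibody-based AlphaScreen chemiluminescence.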
BLM helicase inh – qHTS Assay for Inhibitors of Bloom's syndrome helicase (BLM) | recombinant BLM DNA unwinding, fluorescence dequenching | Potency, µM (top dose mostly 56.1 µM), inactives show top-dose activity change, negative = inhibition, usual class: inhibitors | 350,000 compounds, 0.2% hits;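 also: plate controls were vehicle for no effect and no enzyme for full effect; nearly all actives have a fitted effect of over 35% in size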
The depositor's hits bear a star; ? = inconclusive; / = not tested or not shown; & = joins results of further samples; [ ] = dose if it differs, or a comment. Calls follow the shape of the dose curve; as a rule, active = well fitted curve in the direction sought with a large enough effect; inconclusive = small, poorly fitted or top-dose-only effect, or another doubt; inactive = no such curve, though single readings can be large; an effect the other way counts as inactive or inconclusive. Potency is read from the fitted curve at half-maximal effect.

Order of results: Pol eta inh	APE1 inh	Pol kappa inh	BAZ2B block	Pol iota inh	Pol beta inh	Anesthetic bind	G9a inh	BLM helicase inh
> CCOC(=O)Cc1csc(NC(=O)C(NC(=O)C2CCCCC2)C(C)C)n1 (stereo unspecified)
  -18.2%	11.0%	-1.9%	-7.3%	9.8%	-10.6%	-10.4%	23.9%[59 µM]	-8.9%
> CCn1c(N)c(C(=O)Nc2ccccc2C(=O)OC)sc1=S
  -21.3%	-7.2%	-10.0%	?	?	0.3%	-21.4%	?	-10.5%
> O=C(Cc1ccccc1[N+](=O)[O-])Nc1nccs1
  -21.3%	-0.1%	-3.3%	-31.6%	23.4%	1.4%	-18.8%	?	-3.5%
> CCc1nnc(NC(=O)CCC(=O)N2CCC(Cc3ccccc3)CC2)s1
  -13.3%	14.6%	-0.1%	-22.1%	32.5%[activator]	-1.8%	-5.7%	42.7%	3.7%
> O=S(=O)(NCCn1cccc1)c1ccc2ccccc2c1
  -23.8%	-4.5%	7.2%	-33.2%	8.6%	6.3%	-15.5%	-19.4%	-0.9%
> CCCN1CCN(CCCNC(=O)c2cnn(-c3ccc(C)cc3)c2-n2cccc2)CC1
  -15.7%	/	7.3%	-16.4%	15.0%	14.3%	4.3%	-11.1%[59 µM]	-10.4%
> CSc1nc(C)c(CCOCc2ccccc2)c(=O)[nH]1
  3.4%	0.3%	-2.7%	-6.1%	20.1%	0.1%	-14.2%	19.0%[59 µM]	-1.8%
> FC(F)(F)c1ccc(-c2nnc(-c3ccccn3)c(-c3ccccn3)n2)nc1
  -4.4%	5.2%	3.1%	?	127.2%[activator]	15.0%	2.5%	/	0.1%
> O=c1c2ccccc2cnn1Cc1ccc(Cl)c(Cl)c1
  -17.6%	-2.6%	5.2%	65.9%[activator]	9.9%	3.0%	-19.3%	19.9%	-1.4%
> NC(=O)N/N=C/c1ccc(N2CCOCC2)s1
  -13.4%	3.8%	-7.4%	-36.1%	-6.3%	5.2%	-17.3%	3.16µM*	-6.1%

More structures
Order of results: Pol eta inh	APE1 inh	Pol kappa inh	BAZ2B block	Pol iota inh	Pol beta inh	Anesthetic bind	G9a inh	BLM helicase inh
> C=C1CC2C3CC[C@@]4(OCOC45COCO5)[C@@]3(C)C(O)CC2[C@@]2(C)CCC(=O)C=C12 (stereo partly specified)
  -18.5%	7.7%	-15.7%	3.9%	?	10.1%	-6.5%	14.5%[59 µM]	-0.7%
> CC(=O)N1CCN(S(=O)(=O)c2cccc(C(=O)Nc3ccc(C)cn3)c2)CC1
  -8.5%	1.1%	-7.0%	-0.6%	14.4%	66.0%	-3.6%	/	0.1%
> COc1ccc(NC(=O)CC2C(=O)N(C)C(=S)N2CCc2ccccc2)cc1 (stereo unspecified)
  -21.0%	-7.6%	-1.7%	1.4%	22.5%	11.0%	-19.5%	11.2%[59 µM]	-5.4%
> CCOC(=O)C1=CN(Cc2cccc(F)c2)S(=O)(=O)NC1c1ccc(Br)cc1F (stereo unspecified)
  -10.8%	12.6%	-1.3%	/	-31.5%	/	/	/	/
> Cc1cccc(C(=O)OCN2C(=O)c3ccccc3C2=O)c1[N+](=O)[O-]
  3.0%	20.4%	-3.7%	-17.0%	?	?	?	-9.3%	-2.4%
> Cc1ccc(NC(=O)C(OC(=O)c2ccc(NC(N)=O)cc2)c2ccccc2)cc1Cl (stereo unspecified)
  -10.8%	-1.4%	-5.0%	-2.0%	1.1%	1.8%	-13.5%	22.2%[59 µM]	-9.2%
> CCOC(=O)c1c(OCC)[nH]c2ccc(O)cc12
  -6.8%	-1.7%	-12.4%	1.6%	4.7%	-13.5%	-7.8%	1.6%[59 µM]	-3.3%
> Cc1ccc(NC(=O)C2CCN(c3nc4ccccc4[nH]3)CC2)cc1Cl
  -19.2%	/	-1.6%[60.1 µM]	-11.0%	15.3%	2.7%	-8.3%	6.6%[59 µM]	-2.5%
> COCCN(Cc1cc2cc3c(cc2nc1Cl)OCO3)C(=O)Nc1ccc(F)cc1
  -1.6%	-1.1%	-0.2%	5.6%	18.5%	6.9%	1.5%	-3.6%[59 µM]	-2.2%
> Cc1ccc(N(CC(=O)N2CCc3ccccc32)S(=O)(=O)c2cccs2)cc1
  2.0%	-4.5%	-10.3%	4.2%	5.9%	0.6%	4.7%	?	-4.2%

Sorted by heavy-atom count (smallest number first): some entries from above
Order of results: Pol eta inh	APE1 inh	Pol kappa inh	BAZ2B block	Pol iota inh	Pol beta inh	Anesthetic bind	G9a inh	BLM helicase inh
> CCOC(=O)c1c(OCC)[nH]c2ccc(O)cc12
  -6.8%	-1.7%	-12.4%	1.6%	4.7%	-13.5%	-7.8%	1.6%[59 µM]	-3.3%
> Cc1ccc(N(CC(=O)N2CCc3ccccc32)S(=O)(=O)c2cccs2)cc1
  2.0%	-4.5%	-10.3%	4.2%	5.9%	0.6%	4.7%	?	-4.2%
> C=C1CC2C3CC[C@@]4(OCOC45COCO5)[C@@]3(C)C(O)CC2[C@@]2(C)CCC(=O)C=C12 (stereo partly specified)
  -18.5%	7.7%	-15.7%	3.9%	?	10.1%	-6.5%	14.5%[59 µM]	-0.7%

The results go on:
Order of results: Pol eta inh	APE1 inh	Pol kappa inh	BAZ2B block	Pol iota inh	Pol beta inh	Anesthetic bind	G9a inh	BLM helicase inh
> CS(=O)(=O)Nc1ccc(C(=O)Nc2ccc(S(=O)(=O)N3CCCC3)cc2)cc1
  -11.9%	-1.6%	-14.0%	-4.7%	-2.9%	-19.6%	?	-10.1%	-4.5%
> Cc1nn(CC(=O)NCC(C)c2ccccc2)c(=O)c2cc3occc3n12 (stereo unspecified)
  -16.5%	11.0%	-1.8%	-15.0%	42.5%[activator]	3.1%	-7.7%	71.0%[activator]	3.3%
> COc1ccccc1-c1cc(C(=O)N2CCN(c3ccccc3OC)CC2)no1
  -22.1%	-7.2%	-2.1%	-29.5%	23.8%	-3.8%	19.3%	/	-9.1%
> Cc1cn2c(-c3ccc(Cl)cc3)nnc2s1
  -16.4%	-2.4%	-19.8%	4.4%	-3.0%	-21.0%	-1.0%	-55.1%[59 µM]	-1.3%
> CCOc1ccc(Nc2ncnc3c2cnn3C)cc1
  -3.8%	11.6%	-4.2%	-11.8%	33.4%	38.1%	-5.7%	20.0%	-5.0%
> CCOc1cc(NC(=S)Nc2cccc(OC)c2)c(OCC)cc1NC(=O)C1CC1
  -5.1%	-11.8%	-26.5%	-36.1%	62.9%[activator]	0.0%	-15.4%	4.4%	-2.5%
> O=[N+]([O-])c1cccc(/C=N/Nc2cc(Cl)nc(-c3ccccc3)n2)c1
  ?	-0.2%	1.6%	-31.9%	12.8%	-4.3%	-23.0%	-3.8%	-2.8%
> O=C(Nc1cccc(NC(=O)c2cccc([N+](=O)[O-])c2)n1)c1cccc([N+](=O)[O-])c1
  -20.3%	-7.9%	-2.5%	3.3%	12.7%	1.0%	-10.0%	/	-17.9%
> CS(=O)(=O)N(Cc1ccccc1)c1ccc(C(=O)NCCSc2ccccn2)cc1
  -13.9%	-9.4%	-10.4%	9.1%	11.9%	10.2%	-7.3%	-11.6%	0.8%
> COc1ccc(C2C(C(=O)N3CCOCC3)=C(C)NC3=C2C(=O)CC(C)(C)C3)c(OC)c1 (stereo unspecified)
  0.9%	15.3%	-4.0%	-14.4%	7.0%	3.4%	238.1%[activator]	11.0%[0.0925 µM]	-0.5%

G9a inh: hit marks shown above.
Structure	Pol eta inh	Pol kappa inh	BAZ2B block	Pol iota inh	Pol beta inh	G9a inh	BLM helicase inh
NC(=O)N/N=C/c1ccc(N2CCOCC2)s1	-13.4%	-7.4%	-36.1%	-6.3%	5.2%	3.16µM*	-6.1%

Next part:
Order of results: Pol eta inh	APE1 inh	Pol kappa inh	BAZ2B block	Pol iota inh	Pol beta inh	Anesthetic bind	G9a inh	BLM helicase inh
> Cc1ccc(NC(=O)c2nc[nH]c2C(=O)N2CCCCC2)c(C(=O)c2ccccc2)c1
  -5.6%	-3.3%	-11.6%	-4.7%	6.7%	28.5%	?	0.7%[59 µM]	-2.3%
> COc1ccccc1NC(=O)CSC1=NC(=O)C(Cc2ccccc2)C(=O)N1 (stereo unspecified)
  -2.3%	33.8%[activator]	-0.4%	-6.7%	44.0%[activator]	26.7%	-1.2%	-6.2%	-7.4%
> Fc1ccc(COc2ccc(/C=N/n3cnnc3)cc2)cc1
  -9.7%	1.9%	-3.1%	-6.2%	-19.9%	4.9%	?	2.8%	-2.6%
> O=C(Nc1nnc(-c2ccco2)s1)C1CC1
  4.2%	2.6%	-21.4%	?	-0.3%	?	-12.7%	50.1µM*	0.6%
> O=C(CN1CCN(Cc2ccccc2)CC1)N/N=C/c1cccs1
  -1.0%	1.6%	-17.6%	?	9.0%	-1.7%	-4.5%	12.0%	?
> Cc1cc([N+](=O)[O-])nn1CCCC(=O)NC1CCCCC1
  -4.1%	-0.2%	8.7%	-3.9%	16.5%	15.7%	-4.7%	11.5%	-2.3%
> CCOC(=O)N1CCN(C(=O)CN(c2cccc(Cl)c2C)S(=O)(=O)c2ccc(C)cc2)CC1
  -12.3%	/	-13.7%	10.0%	-1.1%	-3.3%	46.2%[activator]	4.0%[59 µM]	-19.7%
> CC(=O)c1ccc(OCC(O)CN(C)CCOc2ccc(Br)cc2)cc1 (stereo unspecified)
  -6.2%	5.7%	4.2%	0.6%	39.7%[activator]	18.8%	-8.5%	5.5%	6.0%
> CCCC[C@H]1C2=C3[C@@H](CC(C(=O)OC)=C[C@@H](C(=O)OC)[C@H]3C(C)(C)C2=O)n2c(=O)n(-c3ccccc3)c(=O)n21
  -13.2%	-4.3%	-4.3%&-21.4%	/	18.4%&-2.6%	/	-13.8%	/	-2.2%
> O=C1/C(=C\c2ccco2)NC(=S)N1c1ccccc1
  ?	1.7%	?	-5.5%	?	6.1%	-5.5%	/	-4.5%

Screens: PubChem, National Center for Advancing Translational Sciences (NCATS)

These rows are one share of the data (hit frequency here may not be typical).
